RGS4 inhibitor = blocks human RGS4-accelerated GTP hydrolysis. P49798. Transcreener GDP fluorescence polarization, RGS4-accelerated GTP hydrolysis. Potency, µM (series often up to 114 µM), for the others: top-dose activity change, negative = inhibition, usual class: inhibitors. 0.039% of 390,000 active. AID 504845; further: on the % scale 0 is the no-effect control and ±100 the full control effect; nearly all actives have a fitted effect of over 75% in size; some results filed as inactive show a strong effect at the top dose
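MLSMR compounds (23 nl, pin-transferred) preincubated 10 min at room temperature with a 500nM (2x) first reagent, then RGS4 at 900nM (2x) plus Transcreener GDP mix added; fluorescence polarization (620/688 nm) read before and after 90 min at 30 °C.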
HP1b binding inh = blocks HP1-beta chromodomain binding to methylated histone tails; AlphaScreen HP1-beta / biotin-H3K9me3 peptide binding; Potency, µM (doses to about 114 µM), without a hit: at the top dose activity change, negative = inhibition, hits mostly inhibitors; 0.56% of 390,000 active; further: nearly all actives have a fitted effect of over 70% in size; inactives centre near 23
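AlphaScreen: HP1-beta (50 nM) preformed 30 min with biotin-H3(1-18)K9me3 peptide (50 nM) in PBS pH 7.4, 0.01% Tween-20. Compound added for 30 min at RT, then streptavidin donor/nickel chelate acceptor beads (10 ug/mL) for 30 min.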
JMJD2A Tudor = inhibitors of human JMJD2A Tudor domain; Potency, µM (titrated, usually from 114 µM), inactives show at the top dose activity change, negative = inhibition, usual class: inhibitors; 4.4% of 390,000 active; AlphaScreen JMJD2A-Tudor / H3K4me3 peptide binding; O75164; further: on the % scale 0 is the no-effect control and ±100 the full control effect; nearly all actives have a fitted effect of over 50% in size
Target sequence (O75164 whole entry, looked up, the tested form may be a part): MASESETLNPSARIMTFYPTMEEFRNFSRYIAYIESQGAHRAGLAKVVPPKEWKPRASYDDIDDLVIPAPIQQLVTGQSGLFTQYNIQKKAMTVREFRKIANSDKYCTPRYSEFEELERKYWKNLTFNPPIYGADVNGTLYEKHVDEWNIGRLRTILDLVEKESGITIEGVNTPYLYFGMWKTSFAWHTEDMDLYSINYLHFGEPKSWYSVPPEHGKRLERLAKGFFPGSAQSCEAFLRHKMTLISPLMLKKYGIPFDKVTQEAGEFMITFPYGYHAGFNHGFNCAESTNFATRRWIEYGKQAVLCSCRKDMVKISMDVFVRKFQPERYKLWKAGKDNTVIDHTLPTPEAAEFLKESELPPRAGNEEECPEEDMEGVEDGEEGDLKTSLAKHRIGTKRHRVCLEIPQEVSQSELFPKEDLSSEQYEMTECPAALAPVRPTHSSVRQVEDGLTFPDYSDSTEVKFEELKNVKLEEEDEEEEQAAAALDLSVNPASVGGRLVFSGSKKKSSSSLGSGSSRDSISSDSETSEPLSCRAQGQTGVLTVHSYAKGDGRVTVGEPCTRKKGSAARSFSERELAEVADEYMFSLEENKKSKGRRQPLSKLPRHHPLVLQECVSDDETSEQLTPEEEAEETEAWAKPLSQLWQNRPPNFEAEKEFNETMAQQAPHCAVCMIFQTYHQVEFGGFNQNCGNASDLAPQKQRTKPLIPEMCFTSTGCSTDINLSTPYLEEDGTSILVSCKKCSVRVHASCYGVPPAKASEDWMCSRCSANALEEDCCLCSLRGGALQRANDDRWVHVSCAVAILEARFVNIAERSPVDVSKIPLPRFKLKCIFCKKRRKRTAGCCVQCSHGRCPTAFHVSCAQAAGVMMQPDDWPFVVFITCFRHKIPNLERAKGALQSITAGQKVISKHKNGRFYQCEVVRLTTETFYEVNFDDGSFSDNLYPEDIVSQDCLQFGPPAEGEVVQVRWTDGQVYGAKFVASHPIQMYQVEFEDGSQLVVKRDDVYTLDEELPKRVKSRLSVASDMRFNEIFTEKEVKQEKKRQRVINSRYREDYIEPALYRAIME
rTrxR1 inhibitor = inhibitors of rat thioredoxin reductase 1; O89049; AID 588453; recombinant rTrxR1, NADPH fluorescence consumption, selenite substrate; Potency, µM (highest dose often 114 µM), inactives show at the top dose activity change, negative = inhibition, usual class: inhibitors; 1% of 390,000 active; further: on the % scale 0 is the no-effect control and ±100 the full control effect; nearly all actives have a fitted effect of over 65% in size
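Rat TrxR1 (90 nM in the dispensed reagent) was pre-reduced with 400 uM NADPH for 5 min at room temperature, then incubated with compound for 15 min. After 400 uM selenite was added, NADPH fluorescence (Ex 340/Em 450 nm) was followed for 8 min.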
GLS inhibitor = glutaminase GLS (human) inhibition; O94925; Potency, µM (titrated, usually from 45.5 µM), for the others: at the top dose activity change, negative = inhibition, usual class: inhibitors; GLS enzymatic activity, qHTS titration; 0.21% of 410,000 active; further: on the % scale 0 is the no-effect control and ±100 the full control effect
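Two-point fluorescence kinetic (t0, 30 min RT) for hKGA; glutamate detected via glutamate oxidase–HRP–Amplex Red. Substrate: 1 mM L-glutamine solution; buffer 45 mM KH2PO4, pH 8.2.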
PGK inhibitor = inhibitors of T. brucei phosphoglycerate kinase | AID 602233 | Potency, µM (series often up to 57.5 µM), for the others: at the highest dose activity change, negative = inhibition, hits mostly inhibitors | P07378 | 0.043% of 380,000 active | PGK/GAPDH coupled, Kinase-Glo luminescence, 60 min; further: on the % scale 0 is the no-effect control and ±100 the full control effect; nearly all actives have a fitted effect of over 60% in size
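Recombinant glycosomal PGK reaction used 1,3-bisphosphoglycerate generated in-well by GAPDH (100nM final) in 100mM TEA pH 7.6, 5mM MgCl2, 0.01% Tween-20. After 60 minutes at room temperature, ATP was read by Kinase-Glo Plus luminescence end-point.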
Pin1 inh = human Pin1 inhibition. Q13526. Pin1 FP peptide displacement, HiFluor488, 10 min. Potency, µM (series often up to 115 µM), for inactives: top-dose activity, negative = inhibition, most hits filed as inhibitors. 0.009% of 390,000 active; active means well fitted inhibition curve with a large enough effect in the polarisation, with a control signal flat, not every such curve was filed as active; inconclusive means small, poorly fitted or top-dose-only effect, or effect the other way, or a change in a side signal; inactive means no such curve, though single readings can be large or run the other way; the % refers to the polarisation; further: on the % scale 0 is the no-effect control and ±100 the full control effect
ALOX12 inh = inhibitors of human 12S-lipoxygenase ALOX12 | P18054 | purified 12hLO, xylenol orange hydroperoxide absorbance | Potency, µM (doses to about 108 µM), for the others: at the top dose activity change, negative = inhibition, usual class: inhibitors | 1.1% of 580,000 active | AID 1671190; further: on the % scale 0 is the no-effect control and ±100 the full control effect
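Purified human 12hLO at 150 nM in 25 mM Hepes, 0.01% Triton X-100, pH 7.0, preincubated 15 min at room temperature with compound. Reaction started with 40 uM arachidonic acid, 30 min at room temperature. Hydroperoxide measured by Fe-xylenol orange, 573/405 nm absorbance ratio.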
ERG Ets-DNA blk = blocks human ERG Ets domain binding to DNA | fluorescence polarization, His-ERG Ets domain / labelled DNA | Potency, µM (top dose mostly 76.9 µM), for the others: top-dose FP activity, negative = inhibition, actives largely listed as inhibitors | 0.028% of 370,000 active | AID 624246; active means well fitted inhibition curve with a large enough effect in the polarisation, with a control signal flat; inconclusive means small, poorly fitted or top-dose-only effect, or effect the other way, or a change in a side signal; inactive means no such curve, though single readings can be large or run the other way; the % refers to the polarisation;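 further: polarization taken with two DNA probes labelled with fluorescein and Texas red; % of control where 0% means no effect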
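His-tagged ERG Ets domain (1 uM in the protein solution; 300mM KCl, 50mM Tris-HCl, 1mM EDTA, 1mM DTT, pH 7.5) received compound, then a probe mix of 5 nM fluorescein-DNA and 100nM Texas-615-DNA. Fluorescence polarization was read for both dyes.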
Active calls of the source: *; & = joins results of further samples; [ ] = remark or other dose. Unless noted, the call rests on the fitted dose curve; in most records, active means well fitted curve in the direction sought with a large enough effect; inconclusive means small, poorly fitted or top-dose-only effect, or another doubt; inactive means no such curve, though single readings can be large; an effect the other way counts as inactive or inconclusive. Potency means the concentration at half of the fitted maximal effect. These rows are one share of the data, so the mix of outcomes need not match the whole.

What do the screens show for `Cn1c(=O)c2c(c3ccccc31)OC(=O)CC2c1ccccc1` (centres undefined)?
RGS4 inhibitor: 7%; HP1b binding inh: 81%[activator]; JMJD2A Tudor: -13%; rTrxR1 inhibitor: 10%[57.1 µM]; GLS inhibitor: -8%; PGK inhibitor: -1%; Pin1 inh: 0%; ALOX12 inh: -5%; ERG Ets-DNA blk: -1%

What do the screens show for `Cc1[nH]n(-c2ccccc2)c(=O)c1N=Nc1cccc(Cl)c1`?
RGS4 inhibitor: -20%; HP1b binding inh: inconclusive; JMJD2A Tudor: inconclusive; rTrxR1 inhibitor: 11%; GLS inhibitor: -1%; PGK inhibitor: -1%; Pin1 inh: -6%; ALOX12 inh: 6%; ERG Ets-DNA blk: -1%

How did COc1ccccc1CN1C(=S)SC(C)(C)C1NO (centres undefined) do in these assays?
RGS4 inhibitor: -29%; HP1b binding inh: 30%; JMJD2A Tudor: -3%; rTrxR1 inhibitor: 7%[57.1 µM]; GLS inhibitor: -8%; PGK inhibitor: 6%; Pin1 inh: -5%; ALOX12 inh: -3%; ERG Ets-DNA blk: -4%

Results for Cc1ccccc1C(=O)c1c[nH]c(C(=O)NCCc2ccccn2)c1 ?
RGS4 inhibitor: 0%; HP1b binding inh: 25%; JMJD2A Tudor: 1%; rTrxR1 inhibitor: 26%[57.1 µM]; GLS inhibitor: 0%; PGK inhibitor: -5%; Pin1 inh: -4%; ALOX12 inh: 9%; ERG Ets-DNA blk: -1%

Results for CCc1c(C)nc(SCC(=O)N2CCN(c3ccccc3OC)CC2)[nH]c1=O ?
RGS4 inhibitor: 5%&-3%; HP1b binding inh: 25%&40%; JMJD2A Tudor: -1%&-14%; rTrxR1 inhibitor: 8%&15%; GLS inhibitor: 17%&9%; PGK inhibitor: -5%; Pin1 inh: -5%&-3%; ALOX12 inh: -3%&0%; ERG Ets-DNA blk: 9%&1%

How did Cc1ccc(-n2c(=O)c(C#N)cc3c(=O)n4cccc(C)c4nc32)cc1 do in these assays?
RGS4 inhibitor: -11%; HP1b binding inh: 42%[activator]; JMJD2A Tudor: -2%; rTrxR1 inhibitor: -11%; GLS inhibitor: -26%; PGK inhibitor: -3%; Pin1 inh: 7%; ALOX12 inh: -5%; ERG Ets-DNA blk: 7%

How did Cc1ccc(C(=O)NCCCNCCCNC(=O)c2ccc(C)nc2)cn1 do in these assays?
RGS4 inhibitor: -26%; HP1b binding inh: 39%[activator]; JMJD2A Tudor: -4%; rTrxR1 inhibitor: -33%; GLS inhibitor: -2%; PGK inhibitor: inactive; Pin1 inh: -11%; ALOX12 inh: 0%; ERG Ets-DNA blk: -2%

What do the screens show for `Brc1ccc(OCCOCCN2CCOCC2)cc1`?
RGS4 inhibitor: 11%; HP1b binding inh: 8%; JMJD2A Tudor: -12%; rTrxR1 inhibitor: 26%; GLS inhibitor: 3%; Pin1 inh: -2%; ALOX12 inh: -22%

Results for COc1ccc(CC(=O)Nc2ccc3nc(C)sc3c2)cc1OC ?
RGS4 inhibitor: -7%; HP1b binding inh: 36%; JMJD2A Tudor: -6%; rTrxR1 inhibitor: 16%[57.1 µM]; GLS inhibitor: -7%; PGK inhibitor: inactive; Pin1 inh: 1%; ALOX12 inh: -9%; ERG Ets-DNA blk: 12%

How did Cc1n[nH]c(=O)nc1NCc1ccc(Cl)cc1 do in these assays?
RGS4 inhibitor: -7%; HP1b binding inh: 9%; JMJD2A Tudor: -2%; rTrxR1 inhibitor: -4%; GLS inhibitor: 0%; PGK inhibitor: 5%; Pin1 inh: -11%; ALOX12 inh: 0%; ERG Ets-DNA blk: 2%

Two entries drawn at random from those above, as already listed:
How did Cc1n[nH]c(=O)nc1NCc1ccc(Cl)cc1 do in these assays?
RGS4 inhibitor: -7%; HP1b binding inh: 9%; JMJD2A Tudor: -2%; rTrxR1 inhibitor: -4%; GLS inhibitor: 0%; PGK inhibitor: 5%; Pin1 inh: -11%; ALOX12 inh: 0%; ERG Ets-DNA blk: 2%

Results for COc1ccc(CC(=O)Nc2ccc3nc(C)sc3c2)cc1OC ?
RGS4 inhibitor: -7%; HP1b binding inh: 36%; JMJD2A Tudor: -6%; rTrxR1 inhibitor: 16%[57.1 µM]; GLS inhibitor: -7%; PGK inhibitor: inactive; Pin1 inh: 1%; ALOX12 inh: -9%; ERG Ets-DNA blk: 12%

Going on with the list.
How did O=C(Cc1ccc(Br)cc1)Nc1ccc(Cl)cc1 do in these assays?
RGS4 inhibitor: -2%; HP1b binding inh: 34%[activator]; JMJD2A Tudor: 1%; rTrxR1 inhibitor: -1%; GLS inhibitor: -3%; PGK inhibitor: -1%; Pin1 inh: -5%; ALOX12 inh: inconclusive; ERG Ets-DNA blk: -3%

Results for CCC(=O)NCCNc1nc2cc(C)c(C)cc2cc1C#N ?
RGS4 inhibitor: -1%; HP1b binding inh: 50%[activator]; JMJD2A Tudor: 6%; rTrxR1 inhibitor: 6%; GLS inhibitor: -12%; PGK inhibitor: 8%; Pin1 inh: -2%; ALOX12 inh: -12%; ERG Ets-DNA blk: 0%

Results for CCS(=O)(=O)N1CCC(C(=O)NCCC(C)C)CC1 ?
RGS4 inhibitor: -37%; HP1b binding inh: 5%; JMJD2A Tudor: -19%; rTrxR1 inhibitor: 21%[57.1 µM]; GLS inhibitor: 0%; PGK inhibitor: inactive; Pin1 inh: -8%; ALOX12 inh: -13%; ERG Ets-DNA blk: 4%

What do the screens show for `O=C(NCCc1ccc(Cl)cc1)C1CCN(S(=O)(=O)N2CCCCC2)CC1`?
RGS4 inhibitor: -16%; HP1b binding inh: 29%; JMJD2A Tudor: -3%; rTrxR1 inhibitor: -2%; GLS inhibitor: 0%; PGK inhibitor: -5%; Pin1 inh: -10%; ALOX12 inh: 14%; ERG Ets-DNA blk: 5%

How did Cc1ccc(NC(=O)c2cnccn2)cc1 do in these assays?
RGS4 inhibitor: 14%; HP1b binding inh: 8%; JMJD2A Tudor: -11%; rTrxR1 inhibitor: 16%[57.1 µM]; GLS inhibitor: 3%; PGK inhibitor: 1%; Pin1 inh: -8%; ALOX12 inh: 13%; ERG Ets-DNA blk: -7%

How did C=C(C)CNC(=S)N1CCNC(=O)C1CC(=O)OC (centres undefined) do in these assays?
RGS4 inhibitor: -11%; HP1b binding inh: 35%; JMJD2A Tudor: -4%; rTrxR1 inhibitor: 14%[57.1 µM]; GLS inhibitor: 10%; PGK inhibitor: -2%; Pin1 inh: -9%; ALOX12 inh: -6%; ERG Ets-DNA blk: -1%

Results for C[C@H](NC(=O)c1ccc(Cl)cc1)C(=O)NCCc1ccc(S(N)(=O)=O)cc1 ?
RGS4 inhibitor: 18%; HP1b binding inh: -10%; JMJD2A Tudor: -11%; rTrxR1 inhibitor: 4%[57.1 µM]; GLS inhibitor: 0%; PGK inhibitor: -7%; Pin1 inh: 35%[activator]; ALOX12 inh: -9%; ERG Ets-DNA blk: 0%

Results for Cc1c(C(=O)O)cccc1-n1c(C)cc(/C=C(/C#N)C(=O)NCc2ccccc2)c1C ?
RGS4 inhibitor: 20%; HP1b binding inh: 17%; JMJD2A Tudor: -16%; rTrxR1 inhibitor: 0%[57.1 µM]; GLS inhibitor: 0%; PGK inhibitor: -8%; Pin1 inh: -8%; ALOX12 inh: -2%; ERG Ets-DNA blk: 2%

What do the screens show for `CCOC(=O)N1CCC(NS(=O)(=O)c2ccc(C)c(Cl)c2)CC1`?
RGS4 inhibitor: 25%; HP1b binding inh: 19%; JMJD2A Tudor: -7%; rTrxR1 inhibitor: 10%[57.1 µM]; GLS inhibitor: 7%; PGK inhibitor: 7%; Pin1 inh: 3%; ALOX12 inh: 167%[activator]; ERG Ets-DNA blk: 0%

Results for CCOC(=O)c1c(NC(=O)COc2ccc3ccc(=O)oc3c2)sc(C(=O)N(C)C)c1C ?
RGS4 inhibitor: -12%; HP1b binding inh: 34%; JMJD2A Tudor: -18%; rTrxR1 inhibitor: 13%; GLS inhibitor: 3%; PGK inhibitor: 2%; Pin1 inh: 6%; ALOX12 inh: 6%; ERG Ets-DNA blk: 1%

What do the screens show for `COCCNC(=O)c1ccc2c(c1)N(Cc1cccc(Cl)c1)C(=O)c1ccccc1S2=O` (centres undefined)?
RGS4 inhibitor: 7%; HP1b binding inh: 12%; JMJD2A Tudor: 2%; rTrxR1 inhibitor: 24%[57.1 µM]; GLS inhibitor: 3%; PGK inhibitor: inactive; Pin1 inh: -5%; ALOX12 inh: inconclusive; ERG Ets-DNA blk: 0%

Results for CC1Oc2cc3oc4c(O)c5c(cc4c(=O)c3c(O)c2C1(C)C)C=CC(C)(C)O5 (centres undefined) ?
RGS4 inhibitor: -10%; HP1b binding inh: -2%; JMJD2A Tudor: -27%; rTrxR1 inhibitor: 2%; GLS inhibitor: 2%; PGK inhibitor: -8%; Pin1 inh: -7%; ERG Ets-DNA blk: 4%

What do the screens show for `Cc1ccc(Cl)cc1N1CCN(C(=O)CNC(=O)c2ccc(Br)o2)CC1`?
RGS4 inhibitor: -44%; HP1b binding inh: 11%; JMJD2A Tudor: -26%; rTrxR1 inhibitor: inconclusive; GLS inhibitor: 0%; PGK inhibitor: 7%; Pin1 inh: inconclusive; ALOX12 inh: -2%

Source: PubChem
